proCasp3 act – activates human procaspase-3 | P42574 | recombinant procaspase-3 D3A, Ac-DEVD-pNA absorbance 405 nm | activation, % at 8.5 µM | 330,000 tested, 0.11% active;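 active means activation above the mean of all tested compounds plus 3 SD, cut at about 21% in these data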;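 further: 0% = DMSO alone and 100% = DMSO wells spiked with extra 5 µM PC-3 D3A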
Target sequence (P42574 whole entry D9A/D28A/D175A): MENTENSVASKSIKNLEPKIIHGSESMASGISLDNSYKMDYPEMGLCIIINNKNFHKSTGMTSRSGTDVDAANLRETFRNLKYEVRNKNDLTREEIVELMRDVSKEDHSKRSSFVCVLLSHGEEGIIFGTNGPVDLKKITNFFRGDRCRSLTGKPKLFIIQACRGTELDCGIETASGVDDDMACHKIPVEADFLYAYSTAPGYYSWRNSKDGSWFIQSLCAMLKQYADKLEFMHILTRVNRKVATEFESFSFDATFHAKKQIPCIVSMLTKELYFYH
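Assay system – Procaspase-3 D3A mutant, all three cleavage aspartates alanine · Controls – DMSO-only low control, 5 µM PC-3 D3A high control · Schedule – 1 h compound preincubation, 2 h substrate hydrolysis at 25 °C · Signal – 405 nm absorbance of p-nitroaniline, reads at 0 and 120 min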
CTSL1 counter – cathepsin L1 inhibition, PFM18AAP counter-screen; 300,000 tested, 0.49% active; inhibition, % at 5.96 µM; AID 1906; recombinant F. hepatica cathepsin L1, Z-Leu-Arg-MCA fluorescence;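 active means inhibition above the mean of all tested compounds plus 3 SD, set per screening campaign, cut at about 17% in these data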;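 further: 0% = plate median of test compound wells and 100% = 1 µM Z-Phe-Ala-diazomethylketone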
PP1 counter – blocks human PP1-alpha phosphatase, a PP5 counter-screen | purified PP1alpha, OMFP fluorescence | 320,000 tested, 0.9% active | AID 2235 | P62136 | inhibition, % at 6.7 µM;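 active means inhibition above the mean inhibition of all tested compounds plus 3 SD, computed separately for each screening campaign, cut at about 15% in these data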
PAFAH2 FP inh – PAFAH2 (human) inhibition; Q99487; recombinant PAFAH2, FP-rhodamine activity probe, fluorescence polarization; inhibition, % at 3.39 µM; 340,000 tested, 0.99% active; AID 492956;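 active means inhibition above the mean over all tested compounds plus 3 SD, cut at about 30% in these data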;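 further: inhibitors block probe labeling of enzyme so polarization drops; 0% = enzyme with DMSO and 100% = wells lacking PAFAH2 protein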
TPT1 inhibitor – C. albicans TPT1 enzyme inhibition | 300,000 tested, 0.81% active | AID 1962 | inhibition, % at 5 µM | recombinant caTPT1, FP RNA substrate dephosphorylation;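 active means inhibition above the mean of all tested compounds plus 3 SD, set per screening campaign, cut at about 24% in these data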;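 further: plate controls were DMSO alone for no effect and ferristatin control at 100 nM for full effect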
HCV core dimer – blocks dimerization of HCV core protein. 300,000 tested, 0.33% active. AID 1899. TR-FRET GST/Flag-core106 dimerization, 1536-well. inhibition, % at 5 µM;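 active means inhibition above the mean of all tested compounds plus 3 SD, set per screening campaign, cut at about 45% in these data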
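System: GST/Flag-tagged HCV core106 proteins. Incubation: compound-protein-antibody incubation 4 h at 22.5 °C. Technique: HTRF with 340 nm excitation, 617/671 nm emission. Medium: KF-containing HEPES buffer, pH 7.45, DTT, CHAPS, BSA. Read-out: inhibition (%) from 671 over 617 nm ratio. Also added: Eu(K)-anti-GST 90 ng/mL plus XL665-anti-Flag 1 µg/mL.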
procasp7 counter – counter-screen: procaspase-7 (human) activation | recombinant procaspase-7, Ac-DEVD-pNA absorbance 405 nm; D23A/D198A/D206A triple mutant, cannot self-cleave; scale: DMSO 0, 5 µM enzyme 100 | activation, % at 8.5 µM | 330,000 tested, 0.093% active | AID 463210;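 active means percent activation above the screen-wide mean plus 3 SD, cut at about 25% in these data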
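Assay system: Uncleavable procaspase-7 mutant enzyme; Input: 2 µM procaspase-7 mutant as dispensed; Also added: DEVD-pNA substrate; Medium: Zinc-free HEPES pH 7.4 with 300 mM NaCl, 0.01% Triton X-100; Timing: 1 h compound preincubation, 2 h substrate cleavage, 25 °C; Measured by: Epi-absorbance of released pNA at 405 nm, two timepoints.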
PP5 primary – PP5 (human) phosphatase inhibition. P53041. purified PP5c, OMFP substrate fluorescence. AID 1987. 320,000 tested, 0.18% active. inhibition, % at 6.7 µM;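 active means inhibition above the campaign's mean inhibition across all tested compounds plus 3 SD, cut at about 9.5% in these data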;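 further: 0% = DMSO only and 100% = 100 µM cantharidin control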
Target sequence (P53041 whole entry, looked up): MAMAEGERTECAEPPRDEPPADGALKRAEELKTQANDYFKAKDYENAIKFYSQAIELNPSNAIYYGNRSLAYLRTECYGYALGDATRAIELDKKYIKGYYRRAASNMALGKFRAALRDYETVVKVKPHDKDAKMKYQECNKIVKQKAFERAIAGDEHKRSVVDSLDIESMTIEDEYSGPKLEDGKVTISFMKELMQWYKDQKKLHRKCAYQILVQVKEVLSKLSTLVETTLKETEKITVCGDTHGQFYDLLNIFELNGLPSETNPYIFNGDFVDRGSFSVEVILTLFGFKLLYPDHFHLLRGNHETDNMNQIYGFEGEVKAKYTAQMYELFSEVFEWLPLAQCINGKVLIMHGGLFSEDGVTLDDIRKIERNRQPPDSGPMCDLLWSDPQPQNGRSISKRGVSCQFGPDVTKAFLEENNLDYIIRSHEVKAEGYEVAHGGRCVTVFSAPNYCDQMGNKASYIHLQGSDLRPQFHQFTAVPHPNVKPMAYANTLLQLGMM
AHR activator – human AHR activation; P35869; AHR-responsive luciferase reporter cells, luminescence; activation, % at 5 µM; 320,000 tested, 2.5% active; AID 2796; in the data active means activation above about 47%;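 further: 0% = vehicle wells and 100% = reference agonist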
An asterisk follows results filed as active; · = no result given.

SMILES	proCasp3 act	CTSL1 counter	PP1 counter	PAFAH2 FP inh	TPT1 inhibitor	HCV core dimer	procasp7 counter	PP5 primary	AHR activator
CCn1c(SCC(=O)c2ccc(OC)cc2)nnc1C1CC1	2	-3	-2	-10	0	-10	-7	-0.4	6
Cn1c2c(c(=O)n1-c1ccccc1)CSCC2	-5	-5	-1	-6	-1	-3	0	1.2	0
CC(C)n1cnc2c(Nc3ccc(C(=O)O)cc3)nc(Cl)nc21	-1	0	-3	1	1	5	-1	1.9	-1
CCCSc1nc(C)cc(=O)[nH]1	4	-3	-1	-3	-2	-4	-6	-0.5	8
CCc1cc(C(=O)OC)c(NC(=O)CC2Sc3ccc(C(F)(F)F)cc3NC2=O)s1 (stereo not drawn)	-1	0	0	-4	2	5	8	0.9	-1
Cc1ccc(N2C(=O)C3C(c4ccccc4)N4CCCN4C3(C)C2=O)cc1 (stereo not drawn)	-4	-3	1	-5	3	2	-4	2.4	-3
CC1=NNC(=O)C1CCC(=O)N/N=C/C=C/c1ccccc1 (stereo not drawn)	7	-1	-2	-1	-2	1	-2	2.5	5
N#Cc1c2n(c(=S)n(-c3ccccn3)c1=O)CCCCC2	3	4	1	3	-1	10	-19	4.3	27
O=C(CNC(=O)Cc1ccc(Cl)cc1)NCc1ccco1	-5	2	-1	1	-3	-2	9	-0.9	1
N#Cc1cc2ccccc2n2nnnc12	13	-1	-3	-1	-2	-3	6	0.3	-1
CC(=O)OC(C(=O)Nc1ccccc1)C(C)S(=O)(=O)c1ccccc1 (stereo not drawn)	4	-12	0	-2	-4	-9	-8	0.8	1
CN1CCN(C2CCN(c3ccc(Nc4nnc(Cl)c(Nc5ccccc5S(C)(=O)=O)n4)c(OC(CF)CF)c3)CC2)CC1	8	·	·	5	·	·	19	·	-1
Cc1sc2nc3c4ccccc4c(NCc4ccco4)nn3c(=O)c2c1C	-22	2	2	9	6	25	-26	3.4	-5
Cn1nc(C(C)(C)C)cc1C(=O)NNC(=O)c1ccc(C(F)(F)F)cc1	-1	2	2	-2	2	1	6	-0.4	1
CCOC(=O)NC(Nc1nnc(C)s1)(C(=O)OCC)C(F)(F)F (stereo not drawn)	3	-2	-5	1	1	-5	0	1.4	0
Oc1ccc(/C=N/NC2=NCCCCC2)cc1	-3	8	-3	-6	5	-7	2	0.9	1
CCOC(=O)Cn1c(=O)oc2cc(S(=O)(=O)NC3CCCc4ccccc43)ccc21 (stereo not drawn)	5	4	-3	5	0	-2	16	0.8	1
O=C(/C=C/c1ccc(OC(F)F)cc1)Nc1cccc(S(=O)(=O)N2CCOCC2)c1	1	-10	0	-22	1	-4	-2	2.1	-3
COc1ccc(CN2CCCC(C(=O)N3CCCC3)C2)c(OC)c1 (stereo not drawn)	-1	3	-2	0	2	-2	-9	0.2	2
Cc1ccc(C)c(N(C(=O)c2snc(C(N)=O)c2N)C(C(=O)NCC2CCCO2)c2cccs2)c1 (stereo not drawn)	-3	0	0	-1	-3	7	2	2.0	9
C/C(CC(=O)Nc1ccc2ccccc2c1)=N\NC(=O)c1ccc(O)c(O)c1	-1	3	0	14	-1	-7	-7	4.1	13
CC(CCc1ccccc1)NC(=O)COC(=O)C(CCC(N)=O)NC(=O)c1ccc(F)cc1 (stereo not drawn)	11	·	-2	-1	·	·	-7	1.6	0
CCOC(=O)C1(Cc2cccc(OC)c2)CCN(Cc2csc(C(C)=O)c2)CC1	-1	-6	8	-18	1	2	2	2.4	-1
CN(C)c1nc(-c2ccccc2)c2cnn(Cc3ccccc3)c2n1	18	1	1	-4	-2	0	34*	-0.5	3
CC1CCN(C(=O)C2CCCN(c3ncnc4c3nc3n4CCCCC3)C2)CC1 (stereo not drawn)	1	-4	-2	2	-1	1	4	-1.5	2
The results go on.
SMILES	proCasp3 act	CTSL1 counter	PP1 counter	PAFAH2 FP inh	TPT1 inhibitor	HCV core dimer	procasp7 counter	PP5 primary	AHR activator
Nc1nnnn1CC(=O)N/N=C/c1ccc(-c2cccc(Cl)c2)o1	-9	5	6	-40	1	-17	4	0.1	-5
COc1ccc(/C=C2\SC(=O)N(CC(=O)NCCC(C)C)C2=O)cc1OC	14	12	-3	-1	-4	2	7	-2.6	1
O=C(C1=C[C@@H](C2CCCCC2)C[C@@H](OCc2ccc(CO)cc2)O1)N1CCN(Cc2ccc3c(c2)OCO3)CC1	1	0	4	4	1	4	-2	7.7	1
Oc1cccc(Nc2ncnc3c2oc2ccccc23)c1	0	3	4	-3	3	0	-2	2.1	0
CC(Sc1ccccn1)C(=O)Nc1ccccc1 (stereo not drawn)	-16	1	-1	0	-4	-1	-1	-2.0	0
O=C1NC(=S)N/C1=C/c1cccc([N+](=O)[O-])c1O	-6	1	5	-2	5	-13	5	0.3	2
O=C(CCc1nc2sc3c(c2c(=O)[nH]1)CCCC3)Nc1ccccc1Cl	1	1	16*	-3	11	21	3	-1.1	9
COC(=O)c1ccc(-c2nc3cc(N)ccc3o2)cc1	-1	-1	-1	4	-5	-1	6	1.4	0
COc1ccc(OC)c(NC=C2C(=O)OC(C)(C)OC2=O)c1	2	-1	1	-4	-1	-3	-1	2.6	8
CCNC(=O)Nc1nc2ccccc2s1	13	-1	-6	-2	-2	1	12	0.0	13
CCCCOc1ccc(S(=O)(=O)N2CCN(c3ccc(N4CCN(CC)CC4)nn3)CC2)cc1	4	18*	-3	4	3	-8	4	2.4	0
COc1ccc(-c2nc(C(N)=O)c3[nH]c(=O)n(-c4cccc(C)c4)c3n2)c(OC)c1	0	6	3	-7	-2	32	-1	0.8	98*
S=C(NCc1ccco1)Nc1cc(-c2ccccc2)[nH]n1	-27	2	1	-3	2	-3	-34	-0.1	74*
O=C(CCN1C(=O)[C@@H]2Cc3ccccc3CN2C1=O)NCc1ccc(Cl)cc1	-3	1	-3	0	-1	8	-2	0.0	-1
COc1ccc(-c2noc(CCC(=O)NC3CCCC3)n2)cc1	-4	-1	-1	-10	-1	1	1	0.0	-1
COc1ccc(C(NC(=O)c2ccc(F)cc2)c2ccccc2)cc1 (stereo not drawn)	7	-1	3	-4	1	-5	0	0.8	-2
CCc1cccc(NC(=O)NC(=O)Cn2nnc(C(=O)OC)c2C(=O)OC)c1	-5	8	-1	-1	-6	-1	-3	-0.3	1
CCOC(=O)C[C@H]1c2ccc(C(F)(F)F)cc2S(=O)(=O)N1C(C)(C)C	5	0	-2	2	2	-3	0	2.3	4
CCOC(=O)c1c(NC(=S)N2CCCCC2)sc2c1CCN(C(=O)OCC)C2	7	-1	-5	·	-2	12	0	4.4	1
COC(=O)c1ccc(NC(=O)CSc2nn3c(=O)c(C)nnc3s2)cc1	1	7	-1	4	1	4	8	2.0	8
Cc1ccccc1CNC(=O)Nc1cccs1	-7	3	-4	-8	-2	0	-2	-1.7	3
N#CC1(NC(=O)Cn2ncc(Cl)c(Cl)c2=O)CCCCC1	5	4	1	8	1	10	4	3.2	3
CC(NC(=O)c1cc(COc2ccc3ncccc3c2)on1)c1ccc(F)cc1 (stereo not drawn)	-5	4	14	-7	0	1	-7	1.7	-5
C=C(C)CNC(=S)Nc1cccc(S(=O)(=O)NC2=NCCC2)c1	4	-1	1	6	2	0	10	-0.8	-1
CC1(C)C(=O)N(c2ccccc2Cl)C(=O)c2ccccc21	1	1	0	3	2	-4	-7	0.3	-1

Entries listed above shown as hits in AHR activator:
| molecule | proCasp3 act | PAFAH2 FP inh | TPT1 inhibitor | HCV core dimer | PP5 primary | AHR activator |
| --- | --- | --- | --- | --- | --- | --- |
| COc1ccc(-c2nc(C(N)=O)c3[nH]c(=O)n(-c4cccc(C)c4)c3n2)c(OC)c1 | 0 | -7 | -2 | 32 | 0.8 | 98* |
| S=C(NCc1ccco1)Nc1cc(-c2ccccc2)[nH]n1 | -27 | -3 | 2 | -3 | -0.1 | 74* |

Continued.
SMILES	proCasp3 act	CTSL1 counter	PP1 counter	PAFAH2 FP inh	TPT1 inhibitor	HCV core dimer	procasp7 counter	PP5 primary	AHR activator
NNC(=S)NCc1ccccc1	-2	-2	-4	-3	0	-2	-3	1.1	6
C#CCOCCOCCOCCNc1nc(N2CCN(C(=O)[C@H](CCC(=O)O)n3cc(C(N)Cc4ccc(O)cc4)nn3)CC2)nc(N2CCN(C(=O)[C@H](CCC(=O)O)n3cc(C(N)[C@H](C)CC)nn3)CC2)n1 (stereo partly drawn)	5	-4	-3	0	-2	-15	-3	1.0	3
CCCc1nn2c(=O)cc(CSCC(=O)Nc3cccc(C)c3)nc2s1	-2	-2	-2	1	0	-3	6	-0.4	0
O=C(NCc1cccnc1)c1cc(Sc2cccc(Cl)c2)nc2ccccc12	2	-2	2	10	-2	6	2	1.0	20
COc1cc(C(=O)N2CCN(CC(O)COc3ccccc3)CC2)cc(OC)c1OC (stereo not drawn)	1	-1	-2	3	-1	-6	3	0.4	1
CCN(CC)S(=O)(=O)c1cc(NC(=O)CCNC(=O)c2ccco2)ccc1C	1	-21	-3	-4	2	1	6	1.9	-1
c1ccc(-n2cnc3cc(NCc4ccncc4)ccc32)cc1	4	-1	-3	2	1	2	2	1.8	18

Of the compounds above, 5 have an aryl thioether with sulfur outside any ring.
SMILES	proCasp3 act	CTSL1 counter	PP1 counter	PAFAH2 FP inh	TPT1 inhibitor	HCV core dimer	procasp7 counter	PP5 primary	AHR activator
CCn1c(SCC(=O)c2ccc(OC)cc2)nnc1C1CC1	2	-3	-2	-10	0	-10	-7	-0.4	6
CCCSc1nc(C)cc(=O)[nH]1	4	-3	-1	-3	-2	-4	-6	-0.5	8
CC(Sc1ccccn1)C(=O)Nc1ccccc1 (stereo not drawn)	-16	1	-1	0	-4	-1	-1	-2.0	0
COC(=O)c1ccc(NC(=O)CSc2nn3c(=O)c(C)nnc3s2)cc1	1	7	-1	4	1	4	8	2.0	8
O=C(NCc1cccnc1)c1cc(Sc2cccc(Cl)c2)nc2ccccc12	2	-2	2	10	-2	6	2	1.0	20
